# GPR151 activ: human GPR151 activation; PathHunter beta-arrestin GPR151 cells, luminescence; 650,000 tested, 1% active; activation, % at 11.2 µM; AID 1508602; Q8TDV0; in the data active = activation above about 4.9%;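 note: 0% = median of compound wells and 100% = cells with positive control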
# Target sequence (Q8TDV0 whole entry, looked up): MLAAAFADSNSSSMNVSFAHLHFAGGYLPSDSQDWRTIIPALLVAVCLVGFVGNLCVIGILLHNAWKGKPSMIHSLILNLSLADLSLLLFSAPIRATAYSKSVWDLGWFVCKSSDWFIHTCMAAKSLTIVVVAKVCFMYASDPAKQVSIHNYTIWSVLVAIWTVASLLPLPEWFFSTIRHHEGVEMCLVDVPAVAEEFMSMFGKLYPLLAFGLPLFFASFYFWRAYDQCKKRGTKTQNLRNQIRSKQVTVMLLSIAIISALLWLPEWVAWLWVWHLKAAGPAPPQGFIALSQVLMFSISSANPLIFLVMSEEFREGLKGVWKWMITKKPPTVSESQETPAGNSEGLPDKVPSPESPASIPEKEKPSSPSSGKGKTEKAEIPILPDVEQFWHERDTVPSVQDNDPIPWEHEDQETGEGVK
# TEAD-YAP inh: TEAD-YAP interaction inhibition; 640,000 tested, 1.4% active; AID 1259422; HEK-TIYL cells, TEAD-Gal4/YAP UAS-luciferase luminescence; inhibition, % at 9.12 µM; in the data active = inhibition above about 32%;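 note: 0% = median of test compound wells and 100% = reference inhibitor wells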
# FBW7 activator: human FBW7 E3 ligase activation, primary screen. AID 1259310. Q969H0. normalized activity (activation), % at 26.1 µM. 650,000 tested, 0.13% active. AlphaScreen FBW7–phospho-cyclin E peptide binding, activator screen; in the data active = normalized activity above about 1.9%;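 note: purified mutant Fbw7 with reduced substrate affinity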
# MITF primary: human MITF inhibition, primary screen. O75030. AlphaScreen MITF homodimerization, bead proximity signal. inhibition, % at 2.6 µM. 650,000 tested, 0.91% active. AID 1259374; in the data active = inhibition above about 50%;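 note: 0% = vehicle wells with protein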
# Target sequence (O75030 whole entry, looked up): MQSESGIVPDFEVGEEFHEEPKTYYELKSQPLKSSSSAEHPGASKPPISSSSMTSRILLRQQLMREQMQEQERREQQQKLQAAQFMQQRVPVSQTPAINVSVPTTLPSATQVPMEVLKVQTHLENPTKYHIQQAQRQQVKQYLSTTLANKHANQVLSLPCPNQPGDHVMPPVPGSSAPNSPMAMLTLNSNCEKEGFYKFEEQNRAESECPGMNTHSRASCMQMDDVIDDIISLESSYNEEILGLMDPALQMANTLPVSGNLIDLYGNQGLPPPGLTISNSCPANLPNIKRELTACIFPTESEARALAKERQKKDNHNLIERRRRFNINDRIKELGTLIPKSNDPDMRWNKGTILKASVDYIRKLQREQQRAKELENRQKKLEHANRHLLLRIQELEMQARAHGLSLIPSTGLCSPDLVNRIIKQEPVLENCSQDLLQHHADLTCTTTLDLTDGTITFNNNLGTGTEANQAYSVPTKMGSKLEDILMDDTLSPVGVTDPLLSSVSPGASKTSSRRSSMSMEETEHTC
# * marks the source's active call; other numbers are inactive results. Not a hit list (roughly 3.4% active in at least one column).
SMILES,GPR151 activ,TEAD-YAP inh,FBW7 activator,MITF primary
Cn1cc(-c2cc(Nc3ccc4nccnc4c3)ncc2Cl)cn1,-1.1,-15,1.4,21
C=CCN1C(=O)/C(=C\c2ccccn2)SC1=S,0.4,-5,0.3,27
COc1ccc(C(CN=C2NS(=O)(=O)c3ccccc32)N2CCCC2)cc1 (configuration not stated),3.2,1,0.0,-5
Cc1ccc(C(=O)Oc2coc(CSc3nccn3C)cc2=O)cc1,-1.2,-4,0.0,-1
COc1ccccc1CC(=O)Nc1cnn(CC(=O)N(C)C(C)C)c1,-0.5,-2,0.0,-2
O=C(CN1CCCC1)Nc1ccc(Br)cc1[N+](=O)[O-],-0.9,-21,0.0,14
Cc1cc(C)c(S(=O)(=O)Nc2ccc(Cl)cn2)c(C)c1,0.8,1,-0.2,8
Cc1cc(-c2cncnc2C2CCCN(CC(=O)Nc3nc(C)cs3)C2)on1 (configuration not stated),0.9,-4,0.0,5
Nc1cccc(-c2ccc(C(=O)NCc3ccccc3)s2)c1,0.6,-17,-0.1,8
COc1ccc(N2CCN(c3ncnc4sc(C(=O)N5CCCC5)c(C)c34)CC2)cc1,1.1,-16,0.1,4
CCS(=O)(=O)c1ncc(Cl)c(C(=O)Nc2ccc(Cl)c(C(F)(F)F)c2)n1,0.8,-1,0.3,7
CC(C)C(=O)N=C1SC2CS(=O)(=O)CC2N1Cc1ccccc1Cl (configuration not stated),-0.4,-8,0.8,11
CC(C)(C)OC(=O)N1CCCC(C(=O)CC#N)C1 (configuration not stated),-0.1,2,-0.1,8
CCCNC(=O)c1csc(N2CCN(c3ccccn3)CC2)n1,-1.9,-10,0.1,-3
CCCCCn1c(=O)c2c(nc3n2CCN3c2ccc(OC)cc2OC)n(C)c1=O,0.8,8,-0.2,-6
CCOc1ccc(N2CN(c3ccc(OCC)cc3)CN(c3ccc(OCC)cc3)C2)cc1,1.0,7,-0.1,10
COc1ccc(NC(=O)c2oc3ccc(S(=O)(=O)N4CCCC4)cc3c2C)c(OC)c1,0.8,2,0.1,12
CCCCOc1ccc(C(=O)N/C(=C\c2ccc(Br)cc2)C(=O)Nc2cc(Cl)ccc2C)cc1,-0.7,-2,0.0,10
CC1=C(C(=O)Nc2cccc(F)c2)C(c2cccnc2)C2=C(CC(C)(C)CC2=O)N1 (configuration not stated),0.3,1,0.0,10
CCOC(=O)CNC(=O)CSc1nc(CC)nc2sc(C)c(C)c12,3.3,-4,0.1,-4
COC(=O)c1c(C)oc2c1cc(NS(=O)(=O)c1cccc([N+](=O)[O-])c1)c1ccccc12,0.4,-2,0.3,22
O=C(COc1ccccc1)Nc1ccc(-c2cn3c(n2)SCC3)cc1,-0.5,-5,0.2,21
COc1cccc(C2C(C(=O)OC(C)C)=C(C)N=C3SCC(=O)N32)c1 (configuration not stated),0.3,-11,0.3,5
COC(=O)N1CCN(S(=O)(=O)c2ccc(C)cc2)CC1,4.1,10,-0.1,-7
COc1ccc(/C=N/Nc2nc3ccccc3o2)cc1O,-1.3,-11,-0.1,7
O=C1c2cccc3cccc(c23)C(=O)N1/N=C/c1ccco1,0.2,0,-0.2,0
COc1ccc(CNC(=O)CCCCCn2c(SCC(=O)NCc3ccco3)nc3cc4c(cc3c2=O)OCO4)cc1,1.5,-3,0.1,-7
COc1ccccc1N1CCN(CC(=O)Nc2ccc(S(N)(=O)=O)cc2)CC1,-0.9,11,-0.1,0
CC1CCN(C(=O)CSc2nc(=O)n(CCO)c3c2CCCC3)CC1,8.3*,-1,0.0,8
Cc1c(NC(=O)c2cccs2)cccc1[N+](=O)[O-],-0.8,-5,0.4,16
COc1ccc(-c2nc3c(N)ncnc3n2C(C)C)cc1,0.1,-57,0.0,-4
CC(C)n1c(-c2csc3ccccc23)nc2c(NC3CCN(Cc4ccccc4)CC3)ncnc21,0.5,5,-0.1,3
COc1ccccc1NC(=O)CN1C(=O)COc2ccc(C)cc21,1.2,-8,-0.1,24
O=C1CCCC1Sc1nnnn1-c1ccccc1 (configuration not stated),1.8,-1,0.0,12
CCCCCCOc1ccc(/C=c2\sc3nc4ccccc4n3c2=O)cc1OC,-0.4,6,1.0,13
COc1ccc(CC2(CCC(=O)N3CCCCCC3)CCC(=O)N2)c2ccccc12 (configuration not stated),-1.1,-1,-0.1,-4
O=C(Nc1cccc(Oc2ccc(C(=O)O)c(C(=O)O)c2)c1)c1ccc(-c2ccccc2)cc1,6.9*,18,0.0,2
CC(C)CN1C[C@@H]2C[C@H]1C(=O)N2c1ccccc1F,2.1,-3,0.2,3
Cc1ccnc(NS(=O)(=O)c2ccc(N3C(=O)C4CC=CCC4C3=O)cc2)n1 (configuration not stated),-0.3,-3,0.1,11
COc1cccc2cc(C(N)=O)c(=Nc3ccc(F)cc3)oc12,0.6,-16,0.3,2
CCC(C)NC(=O)c1cc(-c2ccc(OC)cc2)nc2ccccc12 (configuration not stated),-1.5,-1,-0.1,-2
COc1cc([N+](=O)[O-])cc2sc(NC(=O)c3ccccc3S(C)(=O)=O)nc12,1.0,-1,-0.2,8
CC(C)(CC(=O)NC1CCCC1)CC1=NS(=O)(=O)c2ccccc2N1,1.7,-3,-0.1,10
O=C(/C=C/c1ccc(Cl)cc1)Nc1cccc2nsnc12,1.1,-54,-0.1,2
CC(C)Cc1nc2sc3c(c2c(=O)o1)CCCCC3,0.8,3,0.0,2
CCC(=O)Nc1ccc2nc(SCc3cc([N+](=O)[O-])ccc3OC)sc2c1,-0.4,-8,0.0,16
CCCCCCc1cc2c3c(c(=O)oc2cc1OCc1cc(C(=O)OC)oc1C)CCCC3,-0.7,-3,-0.1,11
CCCN1C(=O)C(O)(CC(=O)c2ccc(C)s2)c2ccccc21 (configuration not stated),0.0,11,0.0,2
COc1ccc(/C=N\NC(=O)c2ccc(C)cc2Cl)cc1OC,1.1,-16,0.2,0
O=C1NCCN(CC2CCCCC2)C1CC(=O)N1CCCCO1 (configuration not stated),0.0,-2,0.0,-11
COc1ccc(Br)cc1/C=C1\N=C(c2cccc(C)c2OC)OC1=O,-0.8,3,0.1,12
COc1ccc(-c2nc(=Nc3ccccc3)sn2-c2ccccc2)cc1,-1.4,-64,-0.2,3
Cc1ccccc1NC(=S)N(CCN1CCCCCC1)Cc1cccs1,0.5,4,0.0,-1
COc1c(Cl)cc(Cl)cc1/C=C(\C#N)c1nn(CCO)c(N)c1C#N,-0.3,9,0.6,8
O=C1CC(N2CCN(C3CC(=O)N(c4ccc(F)cc4)C3=O)CC2)C(=O)N1c1ccc(F)cc1 (configuration not stated),0.7,-6,-0.3,1
O=C(O)C(CO)NC(=S)Nc1ccccc1 (configuration not stated),1.0,8,-0.1,4
COc1ccc(NP2(=O)C=C(c3ccccc3)SC(c3ccccc3)=C2)cc1,0.8,5,0.0,9
O=C(NN=C1CCCC1)C1CC1(c1ccccc1)c1ccccc1 (configuration not stated),1.0,0,0.1,7
COC(=O)Cn1c(C)c2cnn(-c3ccccc3)c(=O)c2c1C,2.9,-11,-0.1,-1
Cc1noc(C)c1CCC(=O)N1CCCC(CO)(Cc2ccccc2)C1 (configuration not stated),-0.7,-46,-0.1,9

# Of the compounds above, these contain a thiophene ring, fused or not:
SMILES,GPR151 activ,TEAD-YAP inh,FBW7 activator,MITF primary
Nc1cccc(-c2ccc(C(=O)NCc3ccccc3)s2)c1,0.6,-17,-0.1,8
COc1ccc(N2CCN(c3ncnc4sc(C(=O)N5CCCC5)c(C)c34)CC2)cc1,1.1,-16,0.1,4
CCOC(=O)CNC(=O)CSc1nc(CC)nc2sc(C)c(C)c12,3.3,-4,0.1,-4
Cc1c(NC(=O)c2cccs2)cccc1[N+](=O)[O-],-0.8,-5,0.4,16
CC(C)n1c(-c2csc3ccccc23)nc2c(NC3CCN(Cc4ccccc4)CC3)ncnc21,0.5,5,-0.1,3
CC(C)Cc1nc2sc3c(c2c(=O)o1)CCCCC3,0.8,3,0.0,2
CCCN1C(=O)C(O)(CC(=O)c2ccc(C)s2)c2ccccc21 (configuration not stated),0.0,11,0.0,2
Cc1ccccc1NC(=S)N(CCN1CCCCCC1)Cc1cccs1,0.5,4,0.0,-1

# Following part:
SMILES,GPR151 activ,TEAD-YAP inh,FBW7 activator,MITF primary
COc1ccc(Cl)cc1C1=N/C(=C/c2cccc3ccccc23)C(=O)O1,-1.3,-7,-0.1,0
CCOC(=O)N1CCN(C(c2ccc(C)cc2)c2sc3nc(C)nn3c2O)CC1 (configuration not stated),0.3,0,0.2,4
O=S(=O)(c1ccccc1)c1ccc(-c2nnc(-c3ccccc3Cl)o2)cc1,0.8,1,0.0,-4
CCN(C(=O)CCc1nc(-c2ccccc2F)no1)c1cccc(Cl)c1,2.6,3,0.3,8
Cn1nccc1Nc1cc(C(=O)NCc2ccccc2)ccn1,1.1,9,0.3,9
CC1(C(=O)NC2CCCCC2)CCC(=O)N1CCc1ccccc1 (configuration not stated),0.3,-5,0.1,-17
COC(=O)c1cc(C)sc1NC(=S)NCCn1cc(Cl)cn1,-0.9,-7,-0.4,1
CCOc1ccccc1/C=C(/C#N)S(=O)(=O)c1ccc(C)cc1,-1.0,2,-0.1,-8
O=C1OC2(Cc3ccccc31)OC(=O)c1ccccc12 (configuration not stated),-2.0,-9,0.1,8
O=C(O)c1ccc(NC(=O)c2cn(-c3ccccc3)nc2-c2ccc(F)cc2)cc1,1.3,-10,-0.1,3
CCCCCOC(=O)C1=C(C)NC2=C(C(=O)CCC2)C1c1ccc(I)cc1 (configuration not stated),1.6,9,0.8,-2
CCN(CC)CCNCc1c(NC(=O)c2ccccc2)sc2c1CCCC2,-1.2,-45,0.0,8

# Two entries picked at random from the list so far, as already listed:
SMILES,GPR151 activ,TEAD-YAP inh,FBW7 activator,MITF primary
CCCCOc1ccc(C(=O)N/C(=C\c2ccc(Br)cc2)C(=O)Nc2cc(Cl)ccc2C)cc1,-0.7,-2,0.0,10
CCOc1ccc(N2CN(c3ccc(OCC)cc3)CN(c3ccc(OCC)cc3)C2)cc1,1.0,7,-0.1,10

# The list goes on.
SMILES,GPR151 activ,TEAD-YAP inh,FBW7 activator,MITF primary
COc1ccccc1NC(=S)NCCCN1CCOCC1,4.6,7,-0.2,2
COc1cc(Nc2ccnc(N3CCC(N4CCOCC4)CC3)n2)cc(OC)c1OC,0.1,4,-0.1,13
COc1ccc(C(=O)CC(=O)C(=O)Nc2ccc([N+](=O)[O-])cc2OC)cc1,0.0,-6,-0.1,3
COc1ccc2[nH]c(=O)c(CN(CC3CCCO3)S(=O)(=O)c3ccccc3F)cc2c1 (configuration not stated),0.8,34*,0.3,3
CCC(CC)C(=O)NCCS(=O)(=O)N1CCN(c2ccccc2OC)CC1,-1.1,-2,0.0,17
CCOC(=O)CC(=O)CSc1nc(-c2cccnc2)ccc1C#N,-0.7,11,0.0,-2
O=C(NCc1nc2ccccc2[nH]1)c1ccccc1Br,-1.4,5,0.0,10
COc1ccc(Cl)cc1NC(=O)c1cc(S(=O)(=O)NCc2ccc(C)cc2)ccc1F,-1.8,-7,0.9,9
CC(C)(C)C(=O)Nc1nc(-c2ccc3c(c2)CCN3S(C)(=O)=O)cs1,1.6,-29,-0.1,-6
COC(=O)c1nnn(-c2nonc2N)c1-c1ccc([N+](=O)[O-])cc1,1.2,-14,-0.1,-9
CC(=O)NCc1nnc2n1CCN(CC(C)Cc1ccc3c(c1)OCO3)CC2 (configuration not stated),1.3,-4,0.0,14
CC1(c2ccc([N+](=O)[O-])cc2)NN=C(c2ccccc2)S1 (configuration not stated),-2.5,28,-0.2,6
CCCC(=O)Nc1ccccc1-c1nnn(CC(=O)Nc2ccc(OCC)cc2)n1,-0.2,-3,0.1,11
COc1ccc(C(CN)c2c[nH]c3ccccc23)cc1 (configuration not stated),-0.8,1,0.2,15
C=CCN1C(C(=O)c2ccccc2)=C(NC(=O)c2ccccc2Cl)c2ccccc2S1(=O)=O,-1.3,5,-0.1,1
NS(=O)(=O)c1ccc(S(=O)(=O)Nc2ccc(Cl)c(Cl)c2)cc1,-0.4,-19,0.0,3
c1cnc2ccc(Nc3nc(NCCN4CCOCC4)c4ncn(C5CCCCC5)c4n3)cc2c1,0.9,26,0.0,3
COc1ccccc1C(C)NC(=S)NC1CC1 (configuration not stated),1.4,-6,0.1,7
COc1ccc(C(=O)NNC(=S)NC(=O)c2ccc(OC)cc2)cc1,1.6,-4,-0.8,1
Cc1ccc(S(=O)(=O)N2CCC(C(=O)N3CC4(C)CC3CC(C)(C)C4)CC2)cc1 (configuration not stated),-1.7,8,-0.1,14
CCC(C)C1N=C2c3ccccc3N=C(SCc3ccc([N+](=O)[O-])cc3)N2C1=O (configuration not stated),-1.0,-10,-0.1,4
Cc1nc2ccccc2n1CC1CCN(C(=O)NCc2ccc(F)cc2)CC1,0.1,16,0.4,37
COc1cc2c(cc1OC)C(Cc1ccc(O)cc1)N(C)CC2 (configuration not stated),1.4,8,-0.1,7
CCOC(=O)c1sc(N)c(C#N)c1CSc1nnnn1-c1ccc(C)cc1C,-1.0,-9,-0.1,-10
COc1ccccc1N1CCN(C(=S)NC(=O)c2ccc(F)cc2)CC1,-1.5,4,0.3,0

# Assay outcomes: PubChem BioAssay, The Scripps Research Institute Molecular Screening Center
